Screens as filed in PubChem.
Rhodamine autofl = compound autofluorescence in rhodamine spectral region; Rhodamine-region fluorescence, 547/598 nm, Tris buffer; hits give high values; max dye-equivalent concentration, M; 59,000 tested, 0.05% active; in the data active = max dye-equivalent concentration above about 11 nM; inconclusive = between about 1.1 nM and that limit
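Intensities are converted to rhodamine-equivalent concentration using a six-point rhodamine standard on each plate. Compounds sit 15 min at room temperature in 100 mM Tris buffer, pH 8.0; read uses the 547/598 nm excitation/emission pair.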
Tau filament bind = tau filament binding; AID 596; P10636; 71,000 tested, 2% active; Potency, µM (top dose mostly 57.1 µM), without a hit: at the highest dose activity change, negative = inhibition; recombinant tau filaments, thioflavin S fluorescence, 15 h; filaments grown with octadecylsulfate alongside compound;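 also: potency is read from the fitted curve at half-maximal effect; % is scaled to controls: 0 for no effect and ±100 for the full control effect; actives lower thioflavin S fluorescence by blocking filaments or displacing dye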
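ThS-based fibril read: tau 1 uM final, inducer ODS 30 uM final, 37 C for 15 h, ex 450/em 510 nm.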
A350 fluor = compound fluoresces in the Alexa 350 spectral region; Compound autofluorescence, 340/450 nm, Alexa 350 dye-equivalents; hits give high values; max dye-equivalent concentration, M; 59,000 tested, 11% active; AID 590; in the data active = max dye-equivalent concentration above about 10 nM; inconclusive = mostly about 1.1 nM to 9.6 nM
Caspase-1 inhib = allosteric or competitive inhibitors of human caspase-1; P29466; Caspase-1 enzyme, Ac-WEHD-AFC fluorogenic rate; Potency, µM (highest dose often 57.5 µM), inactives show at the top dose activity change, negative = inhibition, actives largely listed as inhibitors; 75,000 tested, 0.03% active; AID 900;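 also: potency is read from the fitted curve at half-maximal effect; plate controls were vehicle for no effect and no substrate for full effect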
Target sequence (P29466 120-297 limits assumed): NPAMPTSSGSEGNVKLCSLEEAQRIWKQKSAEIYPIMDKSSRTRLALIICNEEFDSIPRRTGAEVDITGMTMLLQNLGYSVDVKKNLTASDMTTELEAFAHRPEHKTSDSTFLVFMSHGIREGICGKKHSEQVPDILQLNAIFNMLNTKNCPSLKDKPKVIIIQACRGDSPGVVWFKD
Target sequence (P29466 317-404 limits assumed): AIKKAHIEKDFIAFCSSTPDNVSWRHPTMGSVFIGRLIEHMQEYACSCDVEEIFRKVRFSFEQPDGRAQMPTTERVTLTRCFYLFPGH
Caspase-7 inhib = blocks human caspase-7 allosterically or competitively; recombinant caspase-7, Ac-DEVD-AFC fluorescence rate; P55210; Potency, µM (top dose mostly 57.5 µM), without a hit: at the top dose activity change, negative = inhibition, most hits filed as inhibitors; 75,000 tested, 0.02% active; AID 889; active = well fitted inhibition curve with a large enough effect in the main read-out, with a control signal flat, not every such curve was filed as active; inconclusive = small, poorly fitted or top-dose-only effect, or a change in a side signal; also: potency is read from the fitted curve at half-maximal effect; % of control where 0% means no effect
Target sequence (P55210 24-198 limits assumed): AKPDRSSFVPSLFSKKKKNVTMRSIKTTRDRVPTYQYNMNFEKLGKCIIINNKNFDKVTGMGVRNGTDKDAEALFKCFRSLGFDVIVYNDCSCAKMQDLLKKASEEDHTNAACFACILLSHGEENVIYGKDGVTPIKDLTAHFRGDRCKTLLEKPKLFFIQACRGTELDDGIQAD
Target sequence (P55210 207-303 limits assumed): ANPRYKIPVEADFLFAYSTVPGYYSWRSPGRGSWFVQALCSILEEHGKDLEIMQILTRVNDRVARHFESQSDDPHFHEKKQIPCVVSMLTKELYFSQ
Luciferase inh = firefly luciferase inhibition; P08659; purified firefly luciferase, luminescence, 8 min; Potency, µM (titrated, usually from 57.1 µM), for the others: top-dose activity change, negative = inhibition, hits mostly inhibitors; 72,000 tested, 2.2% active; AID 411; also: potency is read from the fitted curve at half-maximal effect; % is scaled to controls: 0 for no effect and ±100 for the full control effect; nearly all actives have a fitted effect of over 40% in size
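Titration-based qHTS; buffer 50 mM imidazole pH 7.2, 50 mM KCl, 7 mM MgCl2, 10 uM ATP, 0.01% Tween 20, 0.05% BSA; luciferase/luciferin detector mix added after compound; 8 min, ambient; luminescence.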
Fluorescein fluor = compound fluoresces in the fluorescein spectral region; Compound autofluorescence, 480/540 nm, fluorescein-equivalent; hits give high values; max fluorescein-equivalent concentration, M; 59,000 tested, 0.91% active; in the data active = max fluorescein-equivalent concentration above about 10 nM; inconclusive = between about 1.1 nM and that limit
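Read-out is intrinsic compound fluorescence at 480/540 nm (excitation/emission), expressed as dye-equivalent concentration using a fluorescein standard series run on every plate. Compounds sat 15 min at room temperature in 100 mM Tris, pH 8.0.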
HEK293 cAMP ctrl = parental HEK293 cAMP activation (counter-screen). Potency, µM (titrated, usually from 57.1 µM), for the others: at the highest dose activation, hits mostly activators. 73,000 tested, 2.5% active. AID 938. parental HEK293 CNG cAMP sensor, membrane potential fluorescence; also: potency is read from the fitted curve at half-maximal effect; % of control where 0% means no effect; nearly all actives have a fitted effect of over 55% in size
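Counterscreen for endogenous-receptor signalling: CNG-channel HEK 293 cells report cAMP rise by membrane depolarization. After 60 min dye equilibration with 100 uM RO 20-1724, compounds incubated 30 min before bottom-read fluorescence at 590 nm.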
Texas Red fluor = Texas Red region autofluorescence | Compound fluorescence, Texas Red channel, 547/618 nm; hits give high values | max dye-equivalent concentration, M | 59,000 tested, 0.06% active; in the data active = max dye-equivalent concentration above about 10 nM; inconclusive = between about 1.1 nM and that limit
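Compound titrations in 100 mM Tris pH 8.0 were incubated 15 min at room temperature and read at 547 nm excitation / 618 nm emission. Texas Red six-point standard curve on each plate converted fluorescence to dye-equivalent concentration.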
ERK AVP inh = vasopressin-driven ERK pathway inhibition; 72,000 tested, 0.99% active; Potency, µM (series often up to 57.5 µM), for the others: top-dose activity, negative = inhibition, usual class: inhibitors; HEK293-V1b, vasopressin-stimulated pERK AlphaScreen; also: potency is read from the fitted curve at half-maximal effect; % is scaled to controls: 0 for no effect and ±100 for the full control effect; nearly all actives have a fitted effect of over 55% in size
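HEK293 cells stably expressing V1b receptor, seeded overnight in 1% FBS, were treated with compounds for 30 min at 37C, then stimulated 5 min with 25 nM vasopressin; phospho-ERK read by AlphaScreen SureFire after lysis.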
4-MU autofl = compound fluoresces in the 4-MU spectral region | compound autofluorescence, 340/450 nm, 4-MU equivalents; hits give high values | 59,000 tested, 11% active | AID 589 | max dye-equivalent concentration, M; in the data active = max dye-equivalent concentration above about 10 nM; inconclusive = mostly about 1.1 nM to 9.6 nM
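Intrinsic fluorescence at 340/450 nm (ex/em) was read after 15 min at room temperature in pH 8.0, 100 mM Tris. Each compound concentration expressed as 4-MU-equivalent concentration from a six-point 4-MU standard series on each plate.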
Active calls of the source: *; i = inactive; ? = inconclusive; . = no result given; [ ] = remark or other dose. Unless noted, calls follow the shape of the dose curve; as a rule, active = well fitted curve in the direction sought with a large enough effect; inconclusive = small, poorly fitted or top-dose-only effect, or another doubt; inactive = no such curve, though single readings can be large; an effect the other way counts as inactive or inconclusive.

No. | canonical_smiles | A350 fluor | Luciferase inh | Texas Red fluor | HEK293 cAMP ctrl | Tau filament bind | Fluorescein fluor
1 | CSc1nnc2n(-c3ccccc3)c(=O)c3c4c(sc3n12)CCC4 | i | 2% | ? | 5% | 4% | i
2 | Cc1c(S(=O)(=O)Nc2cccc(Cl)c2)c(=O)n(C)c(=O)n1C | . | 1% | . | 9% | -8% | .
3 | Nc1ccc(Cc2ccc(N)c(C(=O)O)c2)cc1C(=O)O | i | 1%[11.4 µM] | i | 0%[11.4 µM] | -10%[11.4 µM] | i
4 | CN(Cc1cccs1)c1ncnc2sccc12 | i | 2% | i | 16µM* | 4% | i
5 | O=S(=O)(c1ccc(-c2nnc(SCc3nnc(-c4ccccc4)o3)o2)cc1)N1CCCC1 | i | 0% | i | ? | -2% | i
6 | CCOC(=O)c1[nH]c(CSc2nnc(-c3ccncc3)n2CCOC)c(C(=O)OCC)c1C | i | 2% | i | 3% | -9% | i
7 | N#Cc1cnc2sc3ccccc3n2c1=N | . | ? | . | -9% | 4% | .
8 | CN1C(=O)C2C=CC1C1C(=O)N(c3ccccc3)C(=O)C21 (stereo not given) | . | -1% | . | 8% | -5% | .
9 | COc1ccc(NC(=O)CSc2nnc(Cc3cccn3C)n2CCc2ccccc2)c(OC)c1 | i | 2% | ? | ? | 16% | i
10 | CCCC(=O)Nc1nnc(Cc2ccccc2)s1 | . | 1% | . | -1% | -6% | .

No. | ERK AVP inh | 4-MU autofl | Caspase-7 inhib | Caspase-1 inhib | Rhodamine autofl
1 | -27% | i | -1% | 1% | i
2 | . | . | -1% | -1% | .
3 | -12%[11.5 µM] | i | -2%[11.5 µM] | -1%[11.5 µM] | i
4 | 17% | i | 0% | -3% | i
5 | -8% | i | 1% | -2% | i
6 | -21% | i | -1% | -1% | i
7 | -12% | . | -8% | -10% | .
8 | -2% | . | 0% | 0% | .
9 | 13% | i | 2% | 1% | i
10 | -7% | . | 1% | 0% | .

More results.
No. | canonical_smiles | A350 fluor | Luciferase inh | Texas Red fluor | HEK293 cAMP ctrl | Tau filament bind | Fluorescein fluor
11 | Cc1nn(-c2ccccc2)c(C)c1C(=O)OCC(=O)N1CCN(S(=O)(=O)c2ccccc2)CC1 | i | -2% | i | 1% | -3% | i
12 | CCC(C)(C)n1nnnc1C(c1ccc(OC)c(OC)c1)N1CCN(c2cccc(OC)c2)CC1 (stereo not given) | i | 2% | ? | ? | 6% | ?
13 | Cc1ccc(-n2nc(-c3ccco3)cc2C(=O)NCc2cccnc2)cc1 | i | -2% | i | 14% | 0% | i
14 | Cc1ccccc1-n1nc2c(c1NC(=O)c1c(-c3ccccc3Cl)noc1C)CSC2 | i | 5% | i | 10% | 100% | i
15 | CC1=NOC2(C1)N(C)c1ccccc1C2(C)C (stereo not given) | i | 7% | i | 5% | 5% | i
16 | O=C(NCc1ccccn1)c1ccc(Cn2cc(Br)cn2)o1 | ? | 2% | i | 4% | -1% | i
17 | Cc1ccc(Cn2nnc3c(=O)n(Cc4ccccc4C)cnc32)cc1 | . | -4% | . | 25% | 37% | .
18 | COc1ccccc1OCc1ccc(C(=O)OCC2CCCO2)o1 (stereo not given) | i | -9% | i | 8% | 0% | i
19 | CC1CCC/C(=C\Nc2ccccc2C(=O)O)C1=O (stereo not given) | 1.9e-08M* | -5% | i | 4% | 6% | ?
20 | CC(C)(C)NC(=O)C(c1ccc(OCC(N)=O)cc1)N(C(=O)c1cccnc1)C1CC1 (stereo not given) | ? | 0% | i | -2% | -8% | ?

No. | ERK AVP inh | 4-MU autofl | Caspase-7 inhib | Caspase-1 inhib | Rhodamine autofl
11 | 22% | i | 0% | 0% | i
12 | -9% | i | -2% | 2% | i
13 | 3% | i | -19% | -3% | i
14 | -5% | i | -4% | -2% | i
15 | -5% | i | -3% | 0% | i
16 | -11% | i | -1% | -2% | i
17 | . | . | 0% | 2% | .
18 | -2% | i | 2% | -2% | i
19 | 2% | 1.6e-08M* | -4% | -4% | i
20 | -3% | i | -2% | 1% | i

(next part)
No. | canonical_smiles | A350 fluor | Luciferase inh | Texas Red fluor | HEK293 cAMP ctrl | Tau filament bind | Fluorescein fluor
21 | COc1ccccc1-c1cc(NCc2cccc(C)c2)ncn1 | i | -1%[2.29 µM] | i | 20µM* | 8% | ?
22 | Cn1c(=S)c2[nH]c(SCCCc3ccccc3)nc2n(C)c1=O | 1.2e-08M* | 4%[11.4 µM] | i | 15%[11.4 µM] | 5%[11.4 µM] | ?
23 | COc1ccc(-c2nnc3sc(COc4ccccc4)nn23)cc1 | i | 0%[25.5 µM] | ? | . | . | i
24 | CN=Cc1sc2ccccc2c1O | ? | -17% | i | 2% | -16% | i
25 | CCOC(=O)c1ccc2nc(C(F)(F)F)[nH]c(=O)c2c1 | i | 0% | i | 1% | -19% | ?
26 | O=C(O)c1ccc(-c2ccccc2)[nH]1 | i | 1% | i | 25% | -6% | ?
27 | Cc1nc2ccccc2c(=O)n1/N=C/c1ccc(O)cc1 | ? | 1% | i | 7% | 5% | i
28 | Cn1c(SCC(=O)Nc2cccc(F)c2)nnc1-c1cc2ccccc2o1 | i | 1% | ? | 8% | 1% | i
29 | C(=C\c1ccccc1)/CSc1nnc(-c2ccccn2)n1Cc1ccco1 | i | -1% | i | 20µM* | 40% | i
30 | CSc1ccc(NC(=O)NCCCN2CCN(c3ccccc3F)CC2)cc1 | i | 1% | i | -28% | 16% | ?

No. | ERK AVP inh | 4-MU autofl | Caspase-7 inhib | Caspase-1 inhib | Rhodamine autofl
21 | ? | i | -8% | -7% | i
22 | 0%[11.5 µM] | 1.3e-08M* | 0%[11.5 µM] | 0%[11.5 µM] | i
23 | . | i | . | . | i
24 | 24% | ? | -10% | ? | i
25 | -6% | i | 1% | -1% | i
26 | 13% | i | -1% | 1% | i
27 | 12% | i | -2% | -2% | i
28 | -13% | i | 3% | 3% | i
29 | -1% | i | -3% | -2% | i
30 | -10% | i | 0% | 3% | i

(cont.)
No. | canonical_smiles | A350 fluor | Luciferase inh | Texas Red fluor | HEK293 cAMP ctrl | Tau filament bind | Fluorescein fluor
31 | CC(=O)c1c(NC(=O)C(C)C)nc(C)nc1-c1ccccc1 | . | -1% | . | 13%[11.4 µM] | 6%[11.4 µM] | .
32 | O=C(Cn1c(C(=O)N2CCN(C3CCCC3)CC2)cc2sccc21)c1ccccc1 | i | 2% | i | 10% | 24% | i
33 | Cc1nnc(SCC(=O)Nc2nc(-c3ccccc3)cs2)n1N | i | -3% | i | 4% | 22% | i
34 | CCN(CC)c1ccc2cc(-c3nnc(-c4ccncc4)o3)c(=O)oc2c1 | 2.2e-07M* | -2%[25.5 µM] | i | . | . | 1e-06M*
35 | CC(C)Cc1[nH]c(=O)c(C#N)c2c1CCCC2 | ? | 2%[25.5 µM] | i | . | . | i
36 | O=C1CC(c2ccccc2)CC2=C1CN(C1CCCCC1)CN2 (stereo not given) | ? | 2% | i | 19% | 11% | i
37 | Cn1cccc1C(=O)NC(=O)CSc1cccc[n+]1[O-] | i | -2% | i | -8% | -14% | i
38 | CC1CCCN(C(=O)c2ccc3nc[nH]c3c2)C1 (stereo not given) | i | 3% | i | 4% | -4% | i
39 | Cn1c(N2CCCC2)nc2c1c(=O)n(Cc1ccc(Cl)cc1)c(=O)n2C | i | 1% | ? | -5% | -18% | i
40 | COc1ccccc1CNc1nc(-c2cccc(C#N)c2)nc2ccccc12 | i | 0%[2.29 µM] | i | ? | 29% | i
41 | Cc1nn(CC(C)C)c(=S)[nH]c1=O | i | -1% | i | 2% | -5% | i
42 | c1cncc(-c2cncnc2-n2ccnc2)c1 | i | -1%[2.29 µM] | i | ? | 4% | i

No. | ERK AVP inh | 4-MU autofl | Caspase-7 inhib | Caspase-1 inhib | Rhodamine autofl
31 | -13% | . | 2% | -2% | .
32 | -13% | i | -3% | -2% | i
33 | -14% | i | 0% | 3% | i
34 | . | 1.9e-07M* | . | . | i
35 | . | ? | . | . | i
36 | 12% | i | -2% | 4% | i
37 | -14% | i | -2% | 1% | i
38 | 4% | i | 0% | 3% | i
39 | -22% | i | -1% | 1% | i
40 | -16% | i | -10% | -6% | i
41 | -16% | i | -1% | -1% | i
42 | -16% | i | -2% | 2% | i

Some of the compounds tested (hit frequency here may not be typical).
